Compound activity deposited in PubChem by National Center for Advancing Translational Sciences (NCATS).
NPSR antag – blocks cAMP signaling of the human neuropeptide S receptor. CHO-NPSR cells, cAMP TR-FRET, antagonist mode. Potency, µM (titrated, usually from 38.3 µM), without a hit: top-dose activity change, negative = inhibition, most hits filed as inhibitors. 1% of 220,000 active. AID 1461; also: potency is read from the fitted curve at half-maximal effect; % is scaled to controls: 0 for no effect and ±100 for the full control effect; nearly all actives have a fitted effect of over 50% in size; many of its hits are not listed in these tables
Target sequence (Q6W5P4 whole entry, looked up): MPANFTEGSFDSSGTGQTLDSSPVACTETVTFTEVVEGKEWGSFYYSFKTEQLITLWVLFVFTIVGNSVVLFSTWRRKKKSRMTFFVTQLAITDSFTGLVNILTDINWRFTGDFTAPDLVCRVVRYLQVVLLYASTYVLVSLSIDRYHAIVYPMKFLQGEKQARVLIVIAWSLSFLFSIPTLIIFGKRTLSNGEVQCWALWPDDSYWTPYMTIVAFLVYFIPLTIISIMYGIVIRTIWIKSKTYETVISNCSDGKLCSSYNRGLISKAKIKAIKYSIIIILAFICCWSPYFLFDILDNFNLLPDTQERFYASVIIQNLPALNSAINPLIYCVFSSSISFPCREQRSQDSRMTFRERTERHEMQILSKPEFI
CBFb RUNX1 block – blocks binding between human CBF-beta and RUNX1; 230,000 tested, under 10 active; Potency, µM (highest dose often 59.8 µM), for inactives: top-dose activity, negative = inhibition, actives largely listed as inhibitors; AlphaScreen CBFb-His/RUNX1-biotin binding, biochemical; also: % of control where 0% means no effect
Target sequence (Q01196 whole entry, looked up): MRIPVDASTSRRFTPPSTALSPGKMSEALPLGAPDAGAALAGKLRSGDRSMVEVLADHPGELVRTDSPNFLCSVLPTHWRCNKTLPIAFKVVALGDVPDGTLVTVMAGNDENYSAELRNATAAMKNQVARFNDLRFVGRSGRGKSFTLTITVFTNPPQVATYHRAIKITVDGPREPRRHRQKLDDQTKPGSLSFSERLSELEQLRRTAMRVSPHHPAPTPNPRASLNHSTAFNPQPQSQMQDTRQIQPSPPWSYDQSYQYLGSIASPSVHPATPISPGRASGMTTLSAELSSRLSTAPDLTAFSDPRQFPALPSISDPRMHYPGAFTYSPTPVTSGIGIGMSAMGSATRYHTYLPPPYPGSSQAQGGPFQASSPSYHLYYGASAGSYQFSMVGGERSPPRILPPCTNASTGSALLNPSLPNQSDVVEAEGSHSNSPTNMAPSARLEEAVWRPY
Target sequence (Q13951 whole entry, looked up): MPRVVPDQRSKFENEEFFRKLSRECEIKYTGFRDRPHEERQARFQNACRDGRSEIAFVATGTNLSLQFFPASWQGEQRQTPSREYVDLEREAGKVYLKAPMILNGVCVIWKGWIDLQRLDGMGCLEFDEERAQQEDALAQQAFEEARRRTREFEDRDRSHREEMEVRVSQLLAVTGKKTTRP
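Inhibition was taken as any reduction in AlphaScreen signal from the CBF-beta–RUNX1 pair (His and biotin tags, 30 nM each), measured after compound (15 min) and bead (90 min) incubations at room temperature.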
IMPase Li cell – IMPase inhibition in cells with lithium potentiation. CHO-M1 cells, IP1 TR-FRET (IP-One), carbachol + lithium. Potency, µM (titrated, usually from 59.4 µM), for the others: at the top dose activity, negative = IMPase inhibition, actives largely listed as inhibitors. 0.35% of 210,000 active;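 also: IP1 builds up when IMPase is blocked and the TR-FRET signal falls; potency is read from the fitted curve at half-maximal effect; plate controls were basal vehicle for no effect and high inhibitor control for full effect; nearly all actives have a fitted effect of over 50% in size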
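CHO-M1, 2000 cells/well, 16–30 h culture; cpd + low Li+, 30 min 37C; lysis with d2-IP1/Eu-anti-IP1 Ab, 10 min RT; TR-FRET 665/620 ratio and 620 channel; AC50 via Hill.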
LMNA splice mod – LMNA splicing modulation; Potency, µM (top dose mostly 46.1 µM), for inactives: top-dose ratio change, negative = inhibition, hits mostly inhibitors; HeLa LMNA splicing GFP/RFP minigene ratio, 48 h; 0.01% of 200,000 active; active = well fitted inhibition curve with a large enough effect in the signal ratio, with a control signal flat, not every such curve was filed as active; inconclusive = small, poorly fitted or top-dose-only effect, or effect the other way, or a change in a side signal; the % refers to the signal ratio; also: potency is read from the fitted curve at half-maximal effect; % is scaled to controls: 0 for no effect and ±100 for the full control effect
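Read-out is the ratio of GFP to DsRed2 object intensity, acquired by 488 nm laser-scanning cytometry on HeLa lamin A-EGFP minigene reporter cells. Compound incubation 48 hrs at 37 °C in Opti-MEM with 2% FBS; DMSO 0.5% final.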
Epigenetic reg – derepresses silenced GFP reporter in murine cells; murine LDR cells, GFP reporter derepression, 30 h; Potency, µM (doses to about 53.9 µM), without a hit: top-dose GFP activation, actives largely listed as activators; AID 1865; 0.2% of 280,000 active; also: potency is read from the fitted curve at half-maximal effect; % of control where 0% means no effect; nearly all actives have a fitted effect of over 60% in size
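Reporter derepression read as number of fluorescent GFP-positive objects, 20-120 um in size, counted by laser-scanning cytometer. Mouse LDR line with an epigenetically silenced CMV-GFP locus; compound incubation 30 h, 37 C.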
HttQ103 aggreg – inhibitors of mutant huntingtin aggregate formation in PC12 cells; PC12 HttQ103-GFP aggregates, Acumen cytometry, 40 h; Potency, µM (doses to about 46.1 µM), for inactives: top-dose activity change, negative = inhibition, most hits filed as inhibitors; 1.1% of 220,000 active; also: potency is read from the fitted curve at half-maximal effect; % is scaled to controls: 0 for no effect and ±100 for the full control effect; nearly all actives have a fitted effect of over 60% in size
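Compounds (qHTS titration) were added to PC12 cells expressing an ecdysone-driven HTT exon 1 Q103–GFP fusion after induction with 100 nM tebufenozide. Aggregate formation was measured as GFP objects in cell lysates.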
Luc counter – blocks Kinase-Glo luciferase, a counter-screen artifact | Kinase-Glo luciferase, ATP luminescence, 8 min | Potency, µM (top dose mostly 38.3 µM), for inactives: at the highest dose activity change, negative = inhibition, usual class: inhibitors | 0.28% of 200,000 active | AID 1379; also: potency is read from the fitted curve at half-maximal effect; % is scaled to controls: 0 for no effect and ±100 for the full control effect; nearly all actives have a fitted effect of over 60% in size
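Recombinant Kinase-Glo luciferase, 10 uM ATP (linear range), luciferin; imidazole pH 7.2 / KCl / MgCl2 / Tween / BSA buffer; 8 min RT; luminescence.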
Active calls of the source: *; ? = inconclusive; nt = no result given; [ ] = dose if it differs, or a comment. Unless noted, calls follow the shape of the dose curve; as a rule, active = well fitted curve in the direction sought with a large enough effect; inconclusive = small, poorly fitted or top-dose-only effect, or another doubt; inactive = no such curve, though single readings can be large; an effect the other way counts as inactive or inconclusive. This is a subset; count on the stated rates, not on these rows.

nr	Molecule	NPSR antag	CBFb RUNX1 block	IMPase Li cell	LMNA splice mod
1	CC(=O)C1C(=O)CC(C)(O)C(C(C)=O)C1c1ccc(N(C)C)cc1 (stereo not drawn)	-8%[46.1 µM]	7%	29%[38.3 µM]	-4%
2	COc1cccc(CNC(=O)CCc2nnc(C3CCCCC3)o2)c1	-7%	-6%	nt	nt
3	Cc1ccc(NC(=O)C(C)OC(=O)c2ccc(NS(=O)(=O)c3ccc(F)c(F)c3)cc2)cc1 (stereo not drawn)	-22%	-3%	1%	?
4	O=C1NC2(CCCCC2)C(=O)N1Cc1cccc(C(F)(F)F)c1	6%	0%	1%	nt
5	CC(C)(C)c1ccc2c(c1)C(c1ccc3c(c1)OCO3)CC(=O)O2 (stereo not drawn)	nt	-1%[89.1 µM]	22%	nt
6	O=C(Cn1c(=O)sc2ccccc21)NCCOc1ccccc1F	-1%[46.1 µM]	15%	-3%	-9%
7	COc1ccccc1NC(=O)Nc1ccc(Cl)c(S(=O)(=O)Nc2ccccc2OC)c1	-23%	-12%	-7%	?
8	Cc1ccc2nc(NC(=O)CSc3nc4ccccc4o3)sc2c1	-14%[46.1 µM]	0%	2%[38.3 µM]	?
9	Cc1ccc(NC(=O)/C(=C\c2ccc([N+](=O)[O-])cc2)NC(=O)c2ccccc2)cc1	-9%[46.1 µM]	1%	17%[38.3 µM]	4%
10	CCOc1ccc(N2CC(C(=O)Nc3ccccc3OC)CC2=O)cc1 (stereo not drawn)	-1%[46.1 µM]	3%	7%	-1%
11	COc1ccc(C2OC(=O)CC2C(=O)NC2CCCCCC2)cc1OC (stereo not drawn)	-1%[46.1 µM]	-6%	nt	3%
12	CC(C)N(CCn1c(=S)[nH]c2ccccc2c1=O)C(C)C	1%[46.1 µM]	4%	32%[activator][38.3 µM]	2%
13	COc1ccc(-c2cnnc(N/N=C/c3c(C)nn(-c4ccccc4)c3Cl)n2)cc1	-6%	?	2%	?
14	O=c1cccccc1NN=C1CCCCCC1	-15%	9%	nt	nt
15	O=C(Cn1nc(-c2ccccc2)c2ccccc2c1=O)Nc1ccc2c(c1)nc1n2CCOC1	-20%[46.1 µM]	-3%	-6%[38.3 µM]	-1%

nr	Epigenetic reg	HttQ103 aggreg	Luc counter
1	-1.0%	-11%	1%
2	3.2%	-15%	nt
3	-1.9%	1%	-4%
4	1.7%	4%	-5%
5	-1.6%	nt	3%[39.9 µM]
6	2.4%	-2%	-3%
7	-0.9%	?	1%
8	0.0%	0%[9.22 µM]	3%
9	0.0%	16%	-1%
10	0.0%	-23%	1%
11	-1.0%	7%	nt
12	2.8%	31%[9.22 µM]	0%
13	0.0%	?	-2%
14	1.2%	-17%[9.22 µM]	nt
15	1.0%	?	3%

Going on with the list:
nr	Molecule	NPSR antag	CBFb RUNX1 block	IMPase Li cell	LMNA splice mod
16	CCCCCn1c(SCC(=O)OCC)nc2cc(C(=O)NCc3ccco3)ccc2c1=O	-18%[46.1 µM]	4%	23%[38.3 µM]	8%
17	Cn1c(CCN2CCCCCC2)nc2cc(NC(=O)Nc3ccccc3)ccc21	-12%[46.1 µM]	-25%	25%[38.3 µM]	-14%
18	O=C(CCc1nnc(CCc2ccccc2)o1)NC(c1cccnc1)C(F)(F)F (stereo not drawn)	2%	6%	nt	nt
19	CN1C(=O)c2ccc(N3CCCC3)cc2C1=O	-8%[46.1 µM]	24%	-5%[38.3 µM]	-10%
20	N#Cc1c(SCC(=O)N2CCOCC2)nsc1SCC(=O)N1CCOCC1	17%[46.1 µM]	10%	15%[38.3 µM]	6%
21	NS(=O)(=O)c1ccc(N2C(=O)C3C4CC(C(Br)C4Br)C3C2=O)cc1 (stereo not drawn)	13%	1%	1%	nt
22	CCc1nc2cc([N+](=O)[O-])c([N+](=O)[O-])cc2[nH]1	13%	-2%	-2%	12%
23	CC(C)(C)c1ccc(C(CC(=O)O)NC(=O)CSc2ccccc2)cc1 (stereo not drawn)	-21%	-2%	-7%	22%[9.22 µM]
24	CCCCN(CC)CCNc1c(N2CCN(C(=O)OCC)CC2)c(=O)c1=O	-15%[46.1 µM]	4%	7%[38.3 µM]	3%
25	O=C1C2C3C=CC(C3=C(c3ccccc3)c3ccccc3)C2C(=O)N1Cc1ccccc1 (stereo not drawn)	-12%[46.1 µM]	1%	16%[38.3 µM]	?
26	COc1cccc(Nc2nnc(SCc3nc4ccccc4s3)s2)c1	-3%	1%	11%	?
27	Cc1cccc(-n2nc3c(c2NC(=O)c2ccc(S(=O)(=O)N4CCOCC4)cc2)CSC3)c1C	-23%[46.1 µM]	-7%	18%	-10%
28	COc1ccc2nccc(C(N)=O)c2c1	-5%[7.67 µM]	7%	nt	nt
29	CC(=O)c1ccc(-n2nnnc2SCC(=O)Nc2sc(C)c(C)c2C#N)cc1	-9%	-14%	0%	-8%
30	CCN(CC)S(=O)(=O)c1ccc(C(=O)Nc2ccc(Cc3ccncc3)cc2)cc1	?	0%	25%	nt

nr	Epigenetic reg	HttQ103 aggreg	Luc counter
16	1.8%	-6%	1%
17	4.7%	?	-5%
18	1.1%	-12%[9.22 µM]	nt
19	0.8%	-27%	-1%
20	0.0%	10%	3%
21	0.1%	17%	-1%
22	-1.1%	-22%	-1%
23	0.5%	-2%	0%
24	-0.4%	17%	-1%
25	-0.1%	1%[9.22 µM]	7%
26	-3.2%	?	-2%
27	-3.4%	-22%	1%
28	1.1%	-8%[9.22 µM]	nt
29	-1.0%	?	1%
30	-9.9%	-5%[9.22 µM]	2%

Further entries.
nr	Molecule	NPSR antag	CBFb RUNX1 block	IMPase Li cell	LMNA splice mod
31	CCOC(=O)C1(Cc2cccc(OC)c2)CCN(Cc2ccc(C)s2)CC1	19%	-5%	10%	nt
32	COc1ccccc1CNC(=O)[C@@H]1CCCN1C(=O)C1CCN(S(=O)(=O)c2ccc(C)cc2)CC1	-27%[46.1 µM]	3%	25%[38.3 µM]	?
33	COc1ccc2c(c1)C=CC1(O2)N(CCO)c2ccccc2C1(C)C (stereo not drawn)	-6%[46.1 µM]	-29%	18%	?
34	Cc1ccc(Cl)cc1N1CCN(C(=O)COc2ccc3c(c2)CCC3)CC1	-20%	17%	9%	?
35	O=C(O)c1cc(=O)[nH]c(=O)[nH]1	nt	6%[21.7 µM]	-6%	?
36	Fc1cccc2sc(Nc3nnc(-c4ccco4)o3)nc12	?	-12%	-3%	?
37	O=C(NN1C(=O)/C(=C/C=C/c2ccco2)SC1=S)c1ccncc1	-9%	nt	nt	nt
38	O=C(NCc1ccco1)/C(=C/C=C/c1ccccc1)NC(=O)c1ccco1	8%	1%	7%	2%[46 µM]
39	COc1ccc(S(=O)(=O)N(C)c2ccc(C(=O)N3CCOCC3)cc2)cc1OC	-8%[46.1 µM]	-1%	23%[38.3 µM]	-14%
40	CCOC(=O)C1CCCN(S(=O)(=O)c2ccc(OC)cc2)C1 (stereo not drawn)	-8%[46.1 µM]	-1%	20%[38.3 µM]	1%
41	CC(C)N(C(=O)CSc1nn2c(=O)c(C(C)(C)C)nnc2s1)c1ccccc1	-28%[46.1 µM]	-4%	11%[38.3 µM]	11%
42	Nc1ccc2c(c1)COc1ccccc1O2	-11%[46.1 µM]	-9%	4%[38.3 µM]	?
43	O=C1NC(=Nc2ccccc2)S/C1=C\C=C\c1ccco1	-41%	-2%	-3%	-21%
44	Cc1ccc(NP(=O)(c2ccc(N(C)C)cc2NC(=O)c2cccs2)N2CCOCC2)cc1Cl (stereo not drawn)	-26%	-1%	6%	-6%
45	S=C(Nc1cccc(Cl)c1)N1CCN(Cc2ccccc2)CC1	-14%	-9%	4%	?

nr	Epigenetic reg	HttQ103 aggreg	Luc counter
31	-0.2%	2%[9.22 µM]	nt
32	-1.9%	-22%	2%
33	-1.4%	-13%	1%
34	0.0%	?	-1%
35	nt	4%	nt
36	16%	?	-5%
37	-1.0%	-14%[9.22 µM]	nt
38	1.7%	13%[9.22 µM]	-4%
39	1.6%	-4%	0%
40	-0.1%	20%	-2%
41	1.4%	-9%	-1%
42	2.0%	-4%[9.22 µM]	-1%
43	1.5%	22%	-15%
44	0.0%	-17%	-1%
45	-1.8%	1%	0%

Part of the list above, tab-delimited.
no.	canonical_smiles	NPSR antag	CBFb RUNX1 block	IMPase Li cell	LMNA splice mod	Epigenetic reg	HttQ103 aggreg	Luc counter
21	NS(=O)(=O)c1ccc(N2C(=O)C3C4CC(C(Br)C4Br)C3C2=O)cc1 (stereo not drawn)	13%	1%	1%	nt	0.1%	17%	-1%
22	CCc1nc2cc([N+](=O)[O-])c([N+](=O)[O-])cc2[nH]1	13%	-2%	-2%	12%	-1.1%	-22%	-1%

Three compounds out of the list, sorted by count of non-hydrogen atoms, lowest first:
nr	Molecule	NPSR antag	CBFb RUNX1 block	IMPase Li cell	LMNA splice mod
37	O=C(NN1C(=O)/C(=C/C=C/c2ccco2)SC1=S)c1ccncc1	-9%	nt	nt	nt
10	CCOc1ccc(N2CC(C(=O)Nc3ccccc3OC)CC2=O)cc1 (stereo not drawn)	-1%[46.1 µM]	3%	7%	-1%
32	COc1ccccc1CNC(=O)[C@@H]1CCCN1C(=O)C1CCN(S(=O)(=O)c2ccc(C)cc2)CC1	-27%[46.1 µM]	3%	25%[38.3 µM]	?

nr	Epigenetic reg	HttQ103 aggreg	Luc counter
37	-1.0%	-14%[9.22 µM]	nt
10	0.0%	-23%	1%
32	-1.9%	-22%	2%

Following part:
nr	Molecule	NPSR antag	CBFb RUNX1 block	IMPase Li cell	LMNA splice mod
46	O=S(=O)(NC1CCCCC1N1CCOCC1)c1ccc(Cl)cc1 (stereo not drawn)	22%	-2%	6%	nt
47	O=C(NCc1cccs1)c1ccc2c(c1)ncn2C1CCCC1	-4%[46.1 µM]	-2%	4%[38.3 µM]	?
48	CCOc1ccc(-c2nnn(CC#N)n2)cc1OC	3%[46.1 µM]	10%	5%	?
49	Cn1cccc1C(=O)NC(=O)COC(=O)Cc1coc2ccc3ccccc3c12	-17%[46.1 µM]	-10%	-20%[38.3 µM]	10%

nr	Epigenetic reg	HttQ103 aggreg	Luc counter
46	0.0%	-9%[9.22 µM]	-2%
47	-1.0%	-1%	1%
48	1.2%	-3%	-2%
49	0.0%	-5%	-6%
